High-throughput results from PubChem BioAssay.
PMI inhibition = MPI inhibition at elevated mannose 6-phosphate – biochemical, fluorescence intensity, high mannose 6-phosphate, primary screen (AID 1220); recombinant PMI enzyme, coupled fluorescence intensity; higher % means a stronger effect; inhibition, % at 20 µM, or IC50 in µM where a hit was titrated; actives 0.66% (n = 190,000)
Hep lipid drop = hepatic lipid droplet formation modulation; AML12 mouse hepatocytes, oleate lipid droplets, BODIPY imaging; inhibition, % at 6.5 µM; AID 1656; actives 0.4% (n = 240,000);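 active = lipid droplet intensity inhibited by at least 50%, with more than 500 cells counted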
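Assay system: AML12 mouse liver cells | Compound dosing: One dose, 6.5 µM compound | Read-out basis: Droplet intensity reduction, % inhibition | Measured by: Fluorescence imaging, 20x objective, two fields per well | Schedule: Overnight treatment with compound plus oleate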
Autophagy HCS = modulators of autophagy. MEF GFP-LC3 puncta imaging; test concentration mostly 10 µM. AID 463193. calls only at 10 µM (by protocol). actives 0.98% (n = 190,000);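 active = percentage of spot-positive cells more than 3 SD above its plate mean, without a fluorescence outlier flag or 80% toxicity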;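 note: spot-positive cell cutoff set from DMSO-treated cells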
Insulin prom up = MIN6 insulin promoter up-regulation; MIN6 insulin promoter-GFP reporter, high-content imaging; hits give high values; z-score at 5 µM; actives 0.3% (n = 190,000); AID 1625;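 active = z-score above 3 at 5 µM with at least 500 cells counted in the well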
TNAP activation fold = human TNAP enzyme activators, primary screen, biochemical, luminescent, no phosphate acceptor, uHTS (AID 1001) | purified TNAP, luminescent activation assay, no phosphate acceptor; higher activation fold means a stronger effect | activation fold at 20 µM, or EC50 in µM where a hit was titrated | actives 0.03% (n = 200,000); in the data active = activation fold from about 3, or a potency from the dose series; inactive = the rest, 99 in 100 with activation fold below about 1.6; note: many of its hits are not listed in these tables
human PMI inhibition = inhibitors of human PMI, primary screen, biochemical, fluorescence intensity, coupled assay (AID 1209) | purified PMI enzyme, coupled fluorescence intensity; higher % means a stronger effect | inhibition, % at 20 µM, or IC50 in µM where a hit was titrated | actives 0.42% (n = 190,000);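 note: plate controls were DMSO vehicle for no effect and wells lacking substrate for full effect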
MT stabilize HCS = microtubule stabilizers in HeLa cells. HeLa tubulin immunostaining HCS, 24 h; share of cells brighter than vehicle mean+2SD. % tubulin-high responders, % at 10 µM. actives 0.83% (n = 200,000). AID 2205;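 active = plate Z-score above 3 for both tubulin-high and condensed-nucleus cell shares, with cell loss under 80%, at 10 µM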;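 note: anti alpha tubulin signal scored within the nucleus-defined area of each cell; some results filed as inactive read as strong as hits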
b-catenin transl = alters nuclear translocation of beta-catenin in HeLa cells; immunofluorescence imaging; nuclear translocation activity, % at 5 µM; actives 0.3% (n = 190,000);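 active = nuclear translocation activity above 50% at 5 µM, with a well cell count of 50 or more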;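 note: per-cell ratio of nuclear to cytoplasmic median beta-catenin stain intensity; plate controls were DMSO negative control for no effect and GSK-3 inhibitor IX positive control for full effect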
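Test system: HeLa cells, endogenous beta-catenin; Compound: single 5 µM dose plus 0.02–20 µM confirmation series; Times: compound exposure 24 h at 37°C; Signal: fluorescence imaging of beta-catenin antibody stain plus DAPI; Read-out: % activation, nuclear-to-cytoplasmic median beta-catenin signal ratio per cell.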
T cell HTS = modulates CD8 T cell binding to vesicles. AID 2052. 2C CD8+ T cell-vesicle binding, flow cytometry; hits give low values. actives 0.068% (n = 330,000). calls only at 7 µM;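 active = response, share of CD8 T cells binding vesicles, and their 90th percentile fluorescence all below set limits, cut at about 80% in these data, passing the limit was not always enough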
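Material: murine 2C transgenic CD8+ T lymphocytes / Also added: QL9-peptide-loaded Drosophila micro-vesicles bearing Ld, ICAM-1 and B7-1 / Schedule: binding step 1.5 h, 37 °C, antibody labelling 20 min, ice / Signal: flow cytometry, PE anti-B7-1 (FL2) versus Alexa647 anti-CD8 (FL8), PFA-fixed / Evaluation: percent CD8+ FL2 mean versus row control / Benchmarks: naked versus QL9-loaded vesicles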
Insulin prom up cell count = recorded beside Insulin prom up, whose call it bears; cell count; measured here: cytotoxicity, nuclei count;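 total cells summed across four imaged fields per well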
Hep lipid drop cells 6.5 µM = further read-out of Hep lipid drop, marked with its call; cell count; measured here: cell count, cytotoxicity flag;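 cells counted across two imaged fields per well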
b-catenin transl cell count 5 µM = also measured in b-catenin transl; calls as there; cell count; measured here: cell count, cytotoxicity flag
T cell HTS vesicle-bound % = recorded beside T cell HTS, whose call it bears; double positive events, %; measured here: CD8+ vesicle-bound cell fraction;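 binding gate set so that unloaded-vesicle control wells show 10% double positive cells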
MT stabilize HCS Hoechst-high % = further read-out of MT stabilize HCS, marked with its call; % Hoechst-high responders; measured here: nuclear condensation Hoechst responders;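 share of cells brighter than vehicle mean plus two SD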
MT stabilize HCS cytotoxicity % = recorded beside MT stabilize HCS, whose call it bears; toxicity, %; measured here: cytotoxicity by cell density;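 0% = mean cell density of plate MIN control wells and 100% = no cells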
Autophagy HCS cell loss 18 h = further read-out of Autophagy HCS, marked with its call; toxicity, %; measured here: cell loss, nuclei count;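 cell loss after 18 h compound exposure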
* = called active by the depositor; i = inactive; x = no result given. Cut-off read from the data, not from the text of the source, unless noted: active = inhibition above about 50%; inactive = the rest. The order is random, and some 2.9% of all compounds hit somewhere here.

Order of values – PMI inhibition	Hep lipid drop	Hep lipid drop cells 6.5 µM	Autophagy HCS	Autophagy HCS cell loss 18 h	Insulin prom up	Insulin prom up cell count	TNAP activation fold	human PMI inhibition	MT stabilize HCS	MT stabilize HCS Hoechst-high %	MT stabilize HCS cytotoxicity %	b-catenin transl	b-catenin transl cell count 5 µM	T cell HTS	T cell HTS vesicle-bound %
> O=[N+]([O-])c1cccc(/C=N/n2cnnc2)c1O
→ -10.5%	-3.7	606	i	3.2	-0.19	1337	0.9	-8.7%	1.8	2.6	7.5	1.1	1099	i	9.4
> COc1ccc(C(C(=O)NC2CCCC2)N2CCc3ccccc32)cc1 (stereo not given)
→ 3.2%	-1.0	568	i	-8.2	-0.26	1956	2.5	6.6%	2.8	2.9	13.4	-2.9	1116	i	26.0
> CCCCNS(=O)(=O)c1ccc2nc(SCC(N)=O)[nH]c2c1
→ x	-16.9	752	x	x	-0.1	1017	x	x	x	x	x	-0.4	1333	i	6.7
> O=[N+]([O-])c1ccc(OC/C=C2\Oc3ccc([N+](=O)[O-])cc3C2N2CCOCC2)cc1 (stereo not given)
→ 15.7%	0.8	562	i	21.1	-0.2	1773	0.9	11.5%	3.5	1.7	8.2	0.4	1103	i	43.8
> COc1cc(/C=N/NC(=O)c2ccc(CSc3nc4ccccc4[nH]3)cc2)ccc1O
→ 4.4%	23.0	676	i	6.2	-0.28	1555	1.2	3.1%	5.4	1.7	0.5	-1.2	1083	i	47.2
> C/C(=N\NC(=O)c1ccc(=O)[nH]n1)c1cccnc1
→ -1.2%	37.4	595	i	-5.0	0.16	1347	1.2	2.9%	4.0	2.2	7.3	-1.2	987	i	22.9
> COc1ccccc1Oc1ccc(S(=O)(=O)N2CCCC2)cc1
→ 11.0%	0.4	751	i	-2.1	1.04	1559	1.1	12.2%	3.2	2.5	2.1	x	x	i	19.5
> CC(=O)Nc1ccc(NC(=O)COC(=O)c2ccco2)cc1
→ 8.2%	0.6	709	i	4.9	0.54	1367	1.1	0.6%	2.5	2.3	8.6	-1.9	1120	i	29.8
> CCOc1ccccc1N(C(=O)CNC(=O)c1ccco1)C(C(=O)NC1CCCC1)c1cccnc1 (stereo not given)
→ -3.5%	x	x	i	-4.0	-0.56	1281	1.1	-2.8%	4.2	2.1	7.0	-6.6	987	i	39.9
> CCc1ccc(CCC(=O)Nc2ccc(C(C)=O)cc2)o1
→ -5.8%	10.7	753	i	-3.3	x	x	1.1	-3.2%	2.2	2.3	5.1	1.9	998	i	45.5

The list goes on, overlapping the part above by 2 compounds.
Order of values – PMI inhibition	Hep lipid drop	Hep lipid drop cells 6.5 µM	Autophagy HCS	Autophagy HCS cell loss 18 h	Insulin prom up	Insulin prom up cell count	TNAP activation fold	human PMI inhibition	MT stabilize HCS	MT stabilize HCS Hoechst-high %	MT stabilize HCS cytotoxicity %	b-catenin transl	b-catenin transl cell count 5 µM	T cell HTS	T cell HTS vesicle-bound %
> CCOc1ccccc1N(C(=O)CNC(=O)c1ccco1)C(C(=O)NC1CCCC1)c1cccnc1 (stereo not given)
→ -3.5%	x	x	i	-4.0	-0.56	1281	1.1	-2.8%	4.2	2.1	7.0	-6.6	987	i	39.9
> CCc1ccc(CCC(=O)Nc2ccc(C(C)=O)cc2)o1
→ -5.8%	10.7	753	i	-3.3	x	x	1.1	-3.2%	2.2	2.3	5.1	1.9	998	i	45.5
> N=c1sccn1CC(=O)NC(c1ccccc1)c1ccccc1
→ 7.0%	25.9	678	i	-0.8	-0.64	1382	1	0.5%	4.6	2.2	6.6	2.5	1035	i	47.6
> CC1=CS/C(=C(/C#N)C(=O)N2CCCCC2)N1c1ccccc1
→ -3.2%	8.0	716	i	10.6	-0.16	973	1	-3.0%	6.2	3.3	5.1	-5.8	1166	i	16.7
> C#CCNC(=O)C1=C[C@H](c2ccc3c(c2)OCO3)[C@@H](CCCO)[C@H](OCC)O1
→ 9.4%	8.1	748	i	-15.6	0.22	1500	1.1	8.4%	3.5	1.2	3.6	-2.6	1200	i	48.0
> COc1ccc(NC(=S)NN2C(C)CCCC2C)cc1 (stereo not given)
→ -11.0%	-3.8	637	i	28.7	-0.18	1385	1	1.6%	5.3	3.1	7.5	-1.5	1175	i	45.6
> CS(=O)(=O)N1CCc2cc(C(=O)O)ccc21
→ 5.4%	-3.1	773	i	1.8	-0.11	1309	1.1	6.6%	2.9	1.4	4.4	-0.3	1021	i	42.3
> O=C(C[n+]1ccn(CCCNP2(=O)C=C(c3ccccc3)OC(c3ccccc3)=C2)c1)c1cccs1
→ -14.4%	17.8	722	i	-3.0	-1.31	1312	1	-20.9%	5.6	1.1	5.2	1.3	1083	i	35.3
> Cn1cccc1Cc1nnc(SCC(=O)NCc2ccco2)n1CCc1ccccc1
→ 13.5%	14.0	696	i	-17.8	0.24	1849	1.1	15.6%	4.0	2.0	5.6	-1.0	1048	i	22.1
> CSC1=C(C#N)C(c2sccc2C)CC(=O)N1 (stereo not given)
→ 15.1%	-13.2	619	i	6.4	0.45	1363	1.1	-2.1%	4.0	1.9	7.1	-0.4	1452	i	39.3
> O=C1CC(c2ccco2)CC(O)=C1C=NCC1CCNCC1 (stereo not given)
→ 47.3%	x	x	i	13.1	2.34	1153	1	15.7%	13.9	1.3	5.8	-2.1	855	i	12.9
> CC1=C(C(=O)OCc2ccccc2)C(c2ccc(C#N)cc2)NC(=O)N1CCCC(=O)O (stereo not given)
→ -13.1%	-1.7	707	i	-2.7	-0.67	1122	1.1	-11.1%	4.2	3.0	2.0	x	x	i	24.4
> COC(=O)c1cc(NC(=O)Cc2cc(OC)c(OC)c(OC)c2)cc(C(=O)OC)c1
→ -7.3%	-1.5	677	i	-6.6	-0.35	1354	1.1	-5.6%	2.2	2.4	4.8	-2.6	1094	i	48.5
> C/C(CC(=O)NC(C)(C)C)=N\NC(=O)c1ccco1
→ -20.2%	-5.8	681	i	18.8	-1.1	534	1.2	-15.2%	1.5	2.6	0.9	-4.4	501	i	30.9
> COc1ccc(C(C)(C)C)cc1NC(=O)COC(=O)C(C)C
→ 1.3%	0.1	728	i	-7.4	0.59	1358	1	2.6%	2.2	1.6	6.0	-0.5	1128	i	53.8
> N#Cc1c(N)nc2c(c1N)CC(CCl)O2 (stereo not given)
→ 16.5%	8.4	726	i	-9.0	1.01	1309	1	-3.4%	1.9	2.7	7.3	x	x	i	0.4
> COc1ccc(S(=O)(=O)NCC2CCCN(C(=O)c3ccccc3)C2)cc1 (stereo not given)
→ -2.9%	2.4	717	i	-21.9	-0.58	1520	1.1	-1.2%	2.3	1.2	6.2	0.2	1016	i	37.5
> CN(C)c1ccc(/C=N/NC(=O)c2ccn(C)n2)cc1
→ x	-0.6	708	x	x	-0.4	1477	x	x	x	x	x	-1.8	1211	i	20.9
> CCC(CC)C(=O)N1CC(=O)Nc2ccc(Br)cc2C1c1ccccc1 (stereo not given)
→ 7.2%	-4.6	575	x	x	1.06	1944	1	2.0%	2.1	2.3	5.6	-5.2	1074	i	33.0
> CC(=O)c1ccc(NC2c3ncccc3C(=O)N2Cc2ccc(F)cc2)cc1 (stereo not given)
→ 2.6%	x	x	i	2.5	x	x	1.1	14.3%	4.9	0.9	3.2	x	x	i	35.8
> COc1ccc(NC(=O)CSc2nnc(CCC(=O)Nc3ccc(C)c(Cl)c3)n2C)cc1
→ 8.3%	-8.6	538	i	17.5	0.23	1843	1.1	6.6%	2.2	0.8	3.1	-2.7	1161	x	x
> CC(C)c1cccc(C(C)C)c1NC(=O)COC(=O)c1ccc(OCC(=O)Nc2cccc(C(F)(F)F)c2)cc1
→ 10.7%	-4.8	664	i	9.9	-0.34	1409	1.2	1.0%	0.9	2.2	1.1	x	x	i	51.6
> COc1cc(N2CCOCC2)ncn1
→ -6.9%	x	x	i	-16.8	x	x	1.1	-11.6%	2.0	1.5	6.8	x	x	i	12.8
> CS(=O)(=O)N(CC(=O)NCCC1=CCCCC1)c1cccc([N+](=O)[O-])c1
→ 2.0%	-11.6	718	i	10.2	-0.26	1398	1	0.9%	2.8	2.3	5.0	-0.4	1474	i	18.1
> CC(C)(C)OC(=O)N1CCC(c2cc(=O)n3[nH]cc(C(=O)Nc4ccc(F)c(Cl)c4)c3n2)CC1
→ x	2.5	685	x	x	-0.42	917	x	x	x	x	x	-0.2	1309	i	29.9
> COc1cc(/C=N/Nc2ccccn2)ccc1OCC(C)C
→ -3.1%	-13.7	664	i	14.5	-1.09	1008	1	-6.3%	1.8	1.6	15.6	-2.2	1144	i	47.7
> O=C(CSc1nc2ccccc2[nH]1)N1CCN(c2ccc(F)cc2)CC1
→ -2.5%	-15.3	781	i	2.7	0.33	1375	1	4.2%	2.0	1.0	33.7	x	x	i	21.2
> CC(C)CCC(C)NC(=O)c1ccc2nccnc2c1 (stereo not given)
→ 9.0%	-7.3	764	i	4.2	x	x	1.1	-10.6%	3.4	2.8	6.7	-0.7	1017	i	64.7
> COc1cccc(N2C(=O)N(c3ccccc3)C3CS(=O)(=O)CC32)c1 (stereo not given)
→ -8.2%	x	x	i	-11.4	-0.59	1359	1.1	-9.8%	3.8	2.1	5.2	0.3	1426	i	24.9
> CCOC(=O)Cn1nnnc1C(CC)N(Cc1cc2c(C)cc(C)cc2[nH]c1=O)C1CCCC1 (stereo not given)
→ -0.2%	x	x	x	x	0.31	1240	1.2	-3.3%	x	x	x	-4.3	991	x	x
> COC(=O)c1cc(OC)c(OC)cc1NC(=O)c1cc(-c2ccccc2)nc2ccccc12
→ 5.3%	x	x	i	25.1	-0.64	1148	1.2	13.0%	6.7	3.8	12.2	-1.6	994	x	x
> COc1ccc(CNC(=O)C2Cc3ccccc3CN2C(=O)c2ccco2)cc1 (stereo not given)
→ 0.9%	0.7	635	i	13.7	0.45	1267	1.1	-5.6%	5.9	1.2	11.4	0.6	1022	i	27.7
> Cc1cnc(C(=O)OCC(=O)Nc2ccc(Oc3ccccc3)cc2)cn1
→ -19.2%	21.3	695	i	1.7	0.6	1289	1.1	-14.2%	3.5	1.4	5.3	x	x	i	54.6
